Screens from PubChem BioAssay.
PfHsp90 yeast 2 – growth inhibition of PfHsp90-expressing yeast, primary screen, antimalarial PfHsp90 inhibitor project, S. cerevisiae, BacTiter-Glo luminescence, single point, set 2 | BacTiter-Glo ATP, 48 h; yeast lacking PDR1 and PDR3 efflux regulators | inhibition, % at 9.4 µM | 310,000 tested, 0.32% active | AID 504621, 2011;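 active = every replicate shows inhibition above about 80%, whatever the replicate mean, limit read from the data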;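 note: 0% = DMSO neutral controls and 100% = 20 µM radicicol positive controls; yeast relying on Plasmodium falciparum Hsp90 in place of its own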
Mot1-301 SUMO – yeast Mot1-301 growth rescue at high temperature, primary screen, SUMOylation pathway inhibitor project, S. cerevisiae, ATP luminescence, 38.5C; 320,000 tested, 1% active; growth rescue, % at 18.8 µM; S. cerevisiae Mot1-301 growth rescue; percent above DMSO median, 100 means doubled;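 active = every valid replicate shows activation above 250% relative to neutral control wells; inactive = the rest, any valid replicate at or below 250%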;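 note: OY570 slx delta 5 strain wells were the positive control but not used for scaling; some compounds called inactive have numbers as strong as hits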
Rtt109 Vps75 – inhibitors of C. albicans Rtt109/Vps75 HAT, primary screen, biochemical, ThioGlo CoA-SH fluorescence, plate reader; inhibition, % at 34.9 µM; AID 540336, 2011; Histone acetyltransferase RTT109 (Candida albicans (strain SC5314 / ATCC MYA-2876)), …; purified Rtt109/Vps75, 4 h; 330,000 tested, 0.16% active;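 active = inhibition of at least 50% in every replicate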
NSD2 HMT inh – NSD2 histone methyltransferase inhibitors, primary screen, biochemical, AlphaScreen, single concentration, set 2. AID 743445, 2014. inhibition, % at 12.5 µM. NSD2 peptide methylation, 120 min. 310,000 tested, 0.54% active. Histone-lysine N-methyltransferase NSD2 (Homo sapiens), O96028; in the data active = inhibition above about 50%
C-LANA FP – inhibitors of KSHV C-LANA binding to DNA, primary screen, biochemical, fluorescence polarization, FAM-LBS DNA, MBP-C-LANA, single point. Kaposi's sarcoma herpesvirus LANA C-terminal domain (residues 932-1162) DNA binding. inhibition, % at 9 µM. 340,000 tested, 0.078% active. AID 504423, 2011;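 active = highest replicate inhibition at or above 60% at 9 µM, even if other replicates fall short; inactive = all replicates below 60% inhibition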;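 note: 0% = neutral control wells and 100% = 4 µM acridine orange control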
Keap1 Nrf2 FP – Keap1-Nrf2 protein-protein interaction inhibitors, primary screen, biochemical, fluorescence polarization, single point | 340,000 tested, 0.15% active | AID 504523, 2011 | Kelch-like ECH-associated protein 1 (Homo sapiens), Q14145 | inhibition, % at 9.4 µM | Keap1 Kelch-Nrf2 peptide fluorescence polarization, 1536-well; in the data active = inhibition above about 12%;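 note: human Keap1 Kelch domain with fluorescein labeled Nrf2 9mer peptide probe; 0% = neutral control wells and 100% = peptide positive control; higher means more block of Keap1 binding to Nrf2 peptide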
Target sequence (Q14145 whole entry, looked up, the tested form may be a part): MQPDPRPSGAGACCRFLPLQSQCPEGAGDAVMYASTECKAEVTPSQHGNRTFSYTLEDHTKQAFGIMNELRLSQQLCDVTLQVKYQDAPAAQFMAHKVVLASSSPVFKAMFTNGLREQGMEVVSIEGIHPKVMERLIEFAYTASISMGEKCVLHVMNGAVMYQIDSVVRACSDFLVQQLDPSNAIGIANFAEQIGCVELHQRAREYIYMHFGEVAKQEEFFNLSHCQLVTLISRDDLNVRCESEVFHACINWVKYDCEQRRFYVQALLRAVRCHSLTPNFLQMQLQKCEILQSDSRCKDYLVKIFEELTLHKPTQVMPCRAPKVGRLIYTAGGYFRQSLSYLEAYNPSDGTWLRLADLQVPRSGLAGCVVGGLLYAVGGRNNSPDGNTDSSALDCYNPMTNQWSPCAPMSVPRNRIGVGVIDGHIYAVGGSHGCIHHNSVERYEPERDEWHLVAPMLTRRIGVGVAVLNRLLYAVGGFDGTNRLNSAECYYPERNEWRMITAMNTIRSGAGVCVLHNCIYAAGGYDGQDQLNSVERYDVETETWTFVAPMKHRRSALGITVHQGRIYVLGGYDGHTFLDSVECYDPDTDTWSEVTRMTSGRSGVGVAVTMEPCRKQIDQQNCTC
dFosB act – activators of delta FosB homodimer, primary screen, biochemical, fluorescence polarization, TAMRA-CDK5 oligo, single point. Protein FosB (Mus musculus), P13346. purified delta FosB; percent of positive-control signal above neutral wells. activation, % at 25 µM. 340,000 tested, 0.99% active. AID 493131, 2011;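 active = mean activation above about 17%, with every replicate also reaching it, limit read from the data, passing the limit was not always enough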;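 note: fluorescence polarization rise as delta FosB binds a TAMRA Cdk5 AP-1 oligo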
Target sequence (P13346 whole entry, looked up): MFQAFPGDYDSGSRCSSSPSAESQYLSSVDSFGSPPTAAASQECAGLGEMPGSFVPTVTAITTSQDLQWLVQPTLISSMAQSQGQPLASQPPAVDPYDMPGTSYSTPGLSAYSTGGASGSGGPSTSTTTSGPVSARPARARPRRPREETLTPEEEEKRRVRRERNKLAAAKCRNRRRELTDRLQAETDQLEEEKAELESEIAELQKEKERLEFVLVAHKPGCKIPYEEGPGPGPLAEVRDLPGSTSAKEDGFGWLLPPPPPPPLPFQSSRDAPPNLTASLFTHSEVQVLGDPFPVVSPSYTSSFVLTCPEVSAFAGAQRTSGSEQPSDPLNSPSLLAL
CDK5 p35 inh – inhibitors of human CDK5/p35 kinase, primary screen, biochemical, single concentration. Cyclin-dependent kinase 5 (Homo sapiens) + Cyclin-dependent kinase 5 activator 1 (Homo …. Recombinant CDK5/p35, ADP-Glo luminescence, 60 min. inhibition, % at 10 µM. 330,000 tested, 0.01% active;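 active = highest replicate inhibition of at least 50% and at least 75% of replicates reaching 50%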;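 note: plate controls were DMSO neutral control for no effect and GW8510 at 10 µM for full effect; many of its hits are not listed in these tables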
PvdQ inh – P. aeruginosa PvdQ acylase inhibitors, primary screen, biochemical, fluorescence, plate reader and imaging, single point; purified PvdQ acylase; inhibition, % at 10 µM; AID 488965, 2010; PvdQ acylase [Pseudomonas aeruginosa LESB58]; 340,000 tested, 0.063% active; in the data active = inhibition above about 30%, passing the limit was not always enough;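 note: 0% = vehicle neutral wells and 100% = reference inhibitor wells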
RTF Ca sens inh – cardiac RTF calcium sensitivity inhibitors, primary screen, biochemical, IANBD-TnC fluorescence, EC70 calcium. Troponin I, cardiac muscle (Homo sapiens) + Troponin T, cardiac muscle (Homo sapiens) + …. IANBD-labeled cardiac RTF, Ca2+ fluorescence. inhibition, % at 7.15 µM. 340,000 tested, 0.12% active. AID 493244, 2011;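 active = inhibition above the mean inhibition of all tested compounds plus 3 SD, cut at about 17% in these data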;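 note: assay run at fixed EC70 calcium of 1.6 mM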
RTF Ca sens act – cardiac RTF calcium sensitivity activators, primary screen, biochemical, IANBD-TnC fluorescence, EC20 calcium; Troponin I, cardiac muscle (Homo sapiens) + Troponin T, cardiac muscle (Homo sapiens) + …; IANBD-labeled TnC RTF fluorescence at EC20 calcium; 0% EC20 calcium, 100% full calcium; activation, % at 7.2 µM; AID 493008, 2010; 340,000 tested, 0.24% active;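 active = activation above the mean over all tested compounds plus 3 SD, cut at about 30% in these data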;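 note: rise in fluorescence read as greater calcium sensitivity of cardiac thin filaments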
Starred values were filed as active, the others as inactive; · = not tested or not shown.

[1] Cn1c(NCc2ccccc2)nc2c1c(=O)n(Cc1ccc(Br)cc1)c(=O)n2C
[2] COc1ccc(OC)c(Nc2nc3ccccc3n3cnnc23)c1
[3] CC(C)N(Cc1nc(-c2ccc3c(c2)OCO3)no1)CC1CCC(=O)N1 (centres undefined)
[4] COc1ccc(C)cc1Nc1nc(C)nc2sc(C)cc12
[5] CSc1ccccc1NC(=S)NC1CCCCC1
[6] O=C(CN1CCN(Cc2ccccc2)CC1)NCCNc1ccc([N+](=O)[O-])cn1
[7] CCOc1ccc2oc(C(=O)NCC(C)(C)CN(C)C)c(C)c2c1
[8] NC(N)=NCCCC(NC(=O)c1ccccc1)C(=O)Nc1ccc2ccccc2c1 (centres undefined)
[9] O=C(CN1C(=O)c2ccccc2S1(=O)=O)NCc1ccco1
[10] COc1ccc(Cn2c(-c3ccc(C)cc3)nc3c(c(=O)c4ccccc4n3C)c2=O)cc1
screen / no. | 1 | 2 | 3 | 4 | 5 | 6 | 7 | 8 | 9 | 10
Mot1-301 SUMO | -18.2 | 7.0 | 23.5 | -9.0 | 11.5 | 17.5 | -7.5 | 8.0 | 5.6 | 119.1
Keap1 Nrf2 FP | 0.5 | -6.3 | 0.0 | -2.3 | -0.4 | -3.9 | -4.4 | -5.5 | -0.9 | -4.5
C-LANA FP | -0.6 | 0.0 | 0.2 | -1.7 | 0.8 | 0.8 | 0.5 | -1.2 | -0.8 | 1.6
NSD2 HMT inh | -1.6 | · | 1.7 | 9.5 | 0.6 | -2.7 | 37.4 | · | 2.2 | 3.0
PvdQ inh | -12.3 | -23.3 | -6.1 | -2.2 | -13.2 | 6.4 | -22.3 | -9.9 | 4.5 | -3.3
PfHsp90 yeast 2 | 5.1 | -1.7 | -6.5 | -1.5 | -9.7 | -11.1 | -22.2 | 5.4 | -12.9 | 16.6
Rtt109 Vps75 | -1.2 | -2.1 | -4.4 | 3.6 | -3.2 | 0.2 | -11.0 | 1.9 | 7.4 | 1.5
CDK5 p35 inh | 0.6 | -1.0 | 0.2 | 1.1 | 0.8 | -1.9 | 2.4 | -1.7 | -1.8 | -0.7
RTF Ca sens inh | 13.3 | -7.0 | 15.1 | 1.1 | -5.3 | -0.8 | -12.5 | -9.7 | -6.8 | -7.7
dFosB act | -3.6 | -13.5 | -9.3 | 1.6 | -1.6 | 3.1 | -6.5 | -25.8 | -1.9 | -17.3
RTF Ca sens act | 7.6 | 13.7 | -3.3 | -6.0 | 9.2 | 10.9 | 3.9 | 6.4 | -0.3 | 9.0

[11] COc1ccc2c(c1)cc(C(=O)N[C@@H](Cc1ccccc1)C(=O)N[C@@H](C)C(=O)O)n2C
[12] Cc1ccc(-n2c(SCC(=O)OC(C)C)nnc2-c2cnccn2)cc1
[13] COc1cc(CN2CC(=O)N(c3ccc(C)cc3)C2=S)cc(OC)c1OC
[14] CCCNC(=O)c1ccccc1NC(=O)c1ccccc1SC
[15] COc1ccc(OCC(=O)NCCc2c[nH]c3ccccc23)cc1
[16] C=CCn1c(C)cc(C(=O)CN2C(=O)c3ccccc3C2=O)c1C
[17] CCCCC(=O)Nc1cccc(-c2csc(-c3ccccc3)n2)c1
[18] CN(C)CCCC(C)(O)C(C)(C)c1ccccc1 (centres undefined)
[19] CN1C(=O)NC(c2cccc(O)c2)C(C(=O)c2cccs2)C1(O)C(F)(F)F (centres undefined)
[20] Cc1ccc(COc2ccc(S(=O)(=O)N3CCCC3)cc2C(N)=O)cc1
screen / no. | 11 | 12 | 13 | 14 | 15 | 16 | 17 | 18 | 19 | 20
Mot1-301 SUMO | -0.5 | 8.7 | 466.3 | 7.9 | -15.4 | -23.1 | 75.1 | -7.4 | 295.9 | 0.6
Keap1 Nrf2 FP | 0.5 | 1.5 | -2.3 | 1.0 | 2.6 | 1.6 | 1.7 | 2.3 | -6.5 | -1.1
C-LANA FP | 0.0 | -0.2 | -0.5 | -1.8 | -0.3 | 0.3 | -1.3 | -0.1 | -0.4 | -0.1
NSD2 HMT inh | -6.5 | -2.2 | 0.2 | -2.0 | 4.3 | -4.2 | 0.7 | 5.1 | · | -9.7
PvdQ inh | -1.0 | -7.9 | -18.4 | 2.4 | -0.4 | 2.7 | 11.4 | -1.4 | 4.4 | -3.4
PfHsp90 yeast 2 | -15.4 | -25.7 | -73.7 | -13.9 | 10.4 | 16.4 | -19.1 | -17.0 | -15.6 | 12.3
Rtt109 Vps75 | -5.6 | -0.7 | 5.1 | 9.3 | -1.7 | -0.8 | 15.7 | -10.0 | 5.6 | -14.8
CDK5 p35 inh | -1.5 | -0.1 | -9.3 | -0.1 | -1.5 | 7.1 | -0.4 | 0.1 | 1.5 | 0.0
RTF Ca sens inh | -1.6 | -0.2 | -1.4 | 1.1 | -6.8 | 1.4 | 0.2 | 0.4 | -2.0 | 5.1
dFosB act | 6.9 | -8.0 | -5.4 | 0.8 | -4.7 | 5.0 | -7.7 | -4.6 | 0.9 | 1.0
RTF Ca sens act | 1.7 | -1.8 | 1.4 | -4.7 | -3.9 | 0.0 | -0.4 | -5.0 | -0.9 | 5.0

[21] Fc1ccccc1CNC(=S)Nc1ccc(Cl)cc1
[22] CCOC(=O)C1=C(C)NC2=C(C(=O)CCC2)C1c1coc2ccccc2c1=O (centres undefined)
[23] Cc1ccc(C(O)CN2C3=NCCN3c3ccccc32)cc1 (centres undefined)
[24] O=[N+]([O-])c1ccc(N2CCc3ccccc3C2)nc1
screen / no. | 21 | 22 | 23 | 24
Mot1-301 SUMO | 13.2 | -1.5 | · | -0.3
Keap1 Nrf2 FP | -3.2 | -1.4 | -2.9 | -1.3
C-LANA FP | 1.2 | 0.1 | -0.3 | 0.2
NSD2 HMT inh | -0.2 | · | 0.2 | 2.1
PvdQ inh | -8.5 | -5.0 | -17.9 | 10.0
PfHsp90 yeast 2 | -11.6 | -9.7 | 2.9 | -3.0
Rtt109 Vps75 | 0.4 | 0.7 | 4.2 | 1.9
CDK5 p35 inh | -0.8 | -2.8 | 1.4 | 1.2
RTF Ca sens inh | -4.7 | -7.4 | -0.2 | 1.1
dFosB act | -1.8 | -6.8 | -6.0 | 3.6
RTF Ca sens act | 3.5 | 1.4 | 4.9 | -2.1

Arranged by count of non-hydrogen atoms (rising): some entries from above
[18] CN(C)CCCC(C)(O)C(C)(C)c1ccccc1 (centres undefined)
[24] O=[N+]([O-])c1ccc(N2CCc3ccccc3C2)nc1
[23] Cc1ccc(C(O)CN2C3=NCCN3c3ccccc32)cc1 (centres undefined)
[14] CCCNC(=O)c1ccccc1NC(=O)c1ccccc1SC
[17] CCCCC(=O)Nc1cccc(-c2csc(-c3ccccc3)n2)c1
[20] Cc1ccc(COc2ccc(S(=O)(=O)N3CCCC3)cc2C(N)=O)cc1
[13] COc1cc(CN2CC(=O)N(c3ccc(C)cc3)C2=S)cc(OC)c1OC
[22] CCOC(=O)C1=C(C)NC2=C(C(=O)CCC2)C1c1coc2ccccc2c1=O (centres undefined)
screen / no. | 18 | 24 | 23 | 14 | 17 | 20 | 13 | 22
Mot1-301 SUMO | -7.4 | -0.3 | · | 7.9 | 75.1 | 0.6 | 466.3 | -1.5
Keap1 Nrf2 FP | 2.3 | -1.3 | -2.9 | 1.0 | 1.7 | -1.1 | -2.3 | -1.4
C-LANA FP | -0.1 | 0.2 | -0.3 | -1.8 | -1.3 | -0.1 | -0.5 | 0.1
NSD2 HMT inh | 5.1 | 2.1 | 0.2 | -2.0 | 0.7 | -9.7 | 0.2 | ·
PvdQ inh | -1.4 | 10.0 | -17.9 | 2.4 | 11.4 | -3.4 | -18.4 | -5.0
PfHsp90 yeast 2 | -17.0 | -3.0 | 2.9 | -13.9 | -19.1 | 12.3 | -73.7 | -9.7
Rtt109 Vps75 | -10.0 | 1.9 | 4.2 | 9.3 | 15.7 | -14.8 | 5.1 | 0.7
CDK5 p35 inh | 0.1 | 1.2 | 1.4 | -0.1 | -0.4 | 0.0 | -9.3 | -2.8
RTF Ca sens inh | 0.4 | 1.1 | -0.2 | 1.1 | 0.2 | 5.1 | -1.4 | -7.4
dFosB act | -4.6 | 3.6 | -6.0 | 0.8 | -7.7 | 1.0 | -5.4 | -6.8
RTF Ca sens act | -5.0 | -2.1 | 4.9 | -4.7 | -0.4 | 5.0 | 1.4 | 1.4
